# RAD52 anneal inh: RAD52 DNA annealing inhibitors, primary screen, biochemical, FRET, single point, set 2; DNA repair protein RAD52 homolog (Homo sapiens), P43351; recombinant RAD52 DNA annealing, FRET fluorescence; inhibition, % at 18.7 µM; actives 0.46% (n = 360,000);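 active means every replicate showing at least 50% inhibition; inconclusive means mean inhibition at least 50% but not in every replicate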
# Target sequence (P43351 whole entry, looked up): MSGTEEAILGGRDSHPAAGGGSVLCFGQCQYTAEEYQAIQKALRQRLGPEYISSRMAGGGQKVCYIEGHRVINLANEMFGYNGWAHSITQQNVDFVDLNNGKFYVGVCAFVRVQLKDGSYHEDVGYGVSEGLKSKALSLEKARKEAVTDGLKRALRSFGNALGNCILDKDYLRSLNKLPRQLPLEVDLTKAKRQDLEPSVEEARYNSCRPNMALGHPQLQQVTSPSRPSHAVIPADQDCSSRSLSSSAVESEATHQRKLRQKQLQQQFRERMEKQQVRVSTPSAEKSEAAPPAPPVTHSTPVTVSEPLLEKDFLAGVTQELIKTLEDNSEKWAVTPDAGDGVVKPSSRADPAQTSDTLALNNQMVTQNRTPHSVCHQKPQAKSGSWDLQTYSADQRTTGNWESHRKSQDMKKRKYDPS
# E-selectin induc: E-selectin induction in HUVECs, primary screen, imaging, HUVEC, immunofluorescence imaging, single point. P16581. normalized: neutral wells 0, TNF-alpha wells 100. activation, % at 7.58 µM. actives 0.37% (n = 260,000);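 active means mean E-selectin-positive cell signal at least 10% of the positive control, reached in at least 60% of replicates, without over 20% cell loss; inconclusive means no rule given, readout overlaps actives, possibly toxicity-flagged; inactive means the rest, including those meeting only one limit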;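 further: in these data hits start at about 27%; measured in HUVEC primary endothelial cells; signal is the percent of cells scored E-selectin positive by PE staining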
# Target sequence (P16581 whole entry, looked up): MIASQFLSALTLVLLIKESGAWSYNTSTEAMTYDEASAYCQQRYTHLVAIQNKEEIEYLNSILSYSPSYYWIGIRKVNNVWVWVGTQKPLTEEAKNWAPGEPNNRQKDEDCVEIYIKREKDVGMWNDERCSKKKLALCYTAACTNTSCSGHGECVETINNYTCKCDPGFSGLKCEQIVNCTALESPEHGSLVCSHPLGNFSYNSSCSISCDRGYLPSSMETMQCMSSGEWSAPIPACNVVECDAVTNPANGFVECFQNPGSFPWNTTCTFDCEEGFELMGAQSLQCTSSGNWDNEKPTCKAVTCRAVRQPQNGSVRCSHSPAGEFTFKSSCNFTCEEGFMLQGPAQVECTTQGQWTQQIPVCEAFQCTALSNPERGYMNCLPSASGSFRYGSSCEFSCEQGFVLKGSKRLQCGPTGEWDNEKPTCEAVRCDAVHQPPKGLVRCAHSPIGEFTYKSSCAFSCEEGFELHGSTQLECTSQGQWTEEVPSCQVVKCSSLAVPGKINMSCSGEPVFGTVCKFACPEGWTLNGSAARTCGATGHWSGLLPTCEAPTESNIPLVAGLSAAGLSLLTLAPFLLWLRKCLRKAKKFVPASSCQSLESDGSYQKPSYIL
#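 Test system – human umbilical vein endothelial cells (HUVEC), E-selectin induction · Input – 3,000 HUVEC seeded per well · Buffer or medium – EGM-2, gelatin · Compound dosing – single-point compound dose · Detection – immunofluorescence imaging · Measure – percent E-selectin-positive cells · Controls – TNF-alpha high, DMSO low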
# Xi reactivation: activators of inactive X chromosome reactivation, primary screen, imaging, XiGFP fibroblasts, GFP high-content imaging, set 2; activation, % at 7.58 µM; XiGFP mouse fibroblasts, % GFP-positive cells imaging, 3 d; cells co-treated with 5-aza-dC sensitizer; scaled so ellipticine positive control = 100%; actives 0.055% (n = 360,000);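 active means mean normalized replicate activation at least 10% and every replicate at or above 10%; inconclusive means only one of the two criteria met; inactive means mean below 10% and not all replicates reach 10%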;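 further: 0% = median of on-plate neutral control wells and 100% = ellipticine 6 µM median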
#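 System: 68-5-11 XiGFP fibroblast line; Timing: 3 days compound exposure; Compound dosing: one concentration, pinned; Benchmarks: positive control ellipticine, 6 µM final; Buffer or medium: DMEM containing 5-aza-dC.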
# GSIS activator: GLuc luminescence reporter in INS-1E cells, primary screen for activators of glucose-dependent secretion of insulin; INS-1E GLuc reporter insulin secretion, 2-3 h; activation, % at 16.6 µM; actives 0.61% (n = 370,000); AID 743287, 2014;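 active means lowest replicate activation of at least 40%, so every replicate reaches that level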;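 further: 0% = median of neutral control wells and 100% = median of IBMX positive control wells; some compounds called inactive have numbers as strong as hits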
# Casp6 inh: human caspase-6 inhibitors, primary screen, biochemical, VEID-R110 fluorescence, single point, set 2 | actives 0.53% (n = 350,000) | P55212 | inhibition, % at 12.5 µM | purified caspase-6, Z-VEID-R110 cleavage fluorescence;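 active means mean inhibition across replicates at least about 35%, with every replicate also reaching that limit, limit read from the data; inconclusive means only one of the two criteria met; inactive means neither criterion met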;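 further: 0% = median of neutral control wells and 100% = no fluorescence left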
# CFTR F508del cor: F508del CFTR correction, initial screen, CFBE line, single point; CFBE cells, YFP halide quenching; stimulated with forskolin plus potentiator P3; % fluorescence drop versus neutral controls; actives 0.36% (n = 350,000); activity (quench increase), % at 7.58 µM;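 active means mean added fluorescence quench of at least 8% versus neutral control, with both replicates also reaching 8%; inconclusive means only one of the mean or replicate conditions met; inactive means mean below 8% and not both replicates reaching 8%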;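 further: cells transiently co-express mutant CFTR-F508del with the halide-sensitive YFP; corrector assay measuring rescue of mutant channel to the surface after 24 h compound exposure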
# RAD54 branch: inhibitors of human RAD54 branch migration, primary screen, biochemical, fluorescence, single point. actives 0.14% (n = 360,000). DNA repair and recombination protein RAD54-like (Homo sapiens), Q92698. RAD54 Holliday junction branch migration, FAM/BHQ fluorescence. inhibition, % at 10.4 µM. AID 602329, 2012;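 active means mean normalized replicate activity at least 40 and at least half of replicates scoring 40 or more; inconclusive means only one of the two criteria met; inactive means mean below 40 and under half of replicates reaching 40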;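 further: 0% = median of neutral control wells and 100% = median of positive control wells; inhibitors cause a drop in the FAM fluorescence signal; in these data hits start at about 50%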
# DENV2 CPE rescue: inhibitors of DENV2 cytopathic effect, primary screen, cell-based, plate reader, single concentration; actives 1.7% (n = 350,000); DENV2-infected cells, cytopathic effect rescue; CPE inhibition, % at 9.99 µM; in the data active means CPE inhibition above about 20%, passing the limit was not always enough; inconclusive means no clear call, values can overlap the other calls; tested in BHK-21 cells;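 further: 0% = median of neutral control wells and 100% = median of positive control wells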
# Active calls of the source: *; ? = inconclusive; · = no result given.
SMILES,RAD52 anneal inh,E-selectin induc,Xi reactivation,GSIS activator,Casp6 inh,CFTR F508del cor,RAD54 branch,DENV2 CPE rescue
COC(=O)c1ccccc1NN=Nc1ccccc1[N+](=O)[O-],-7,0.2,0.0,2,0,0.7,-4,1
CC1CN(C(=O)CSc2nnc(NC(=O)NC(C)(C)C)s2)CC(C)O1 (centres undefined),-1,·,0.7,13,1,3.0,-3,-3
CC(=O)Nc1cccc(OCC(=O)Nc2sccc2C(N)=O)c1,-22,-0.1,0.2,16,-3,-1.2,3,-4
Cc1ccc(C)c(N(C)C(=O)c2cc3c(=O)[nH]c4ccc(C)cc4c3s2)c1,-15,-0.1,-0.1,-12,-4,4.0,·,-2
Cc1cc(NC(=O)c2noc3c2CCc2ccccc2-3)no1,-8,0.1,0.0,3,-1,-0.2,3,3
CC(NC(=O)COC(=O)c1cccs1)c1ccccc1 (centres undefined),-5,·,0.1,9,2,-3.2,-5,10
C[C@@H]1CN([C@H](C)CO)S(=O)(=O)c2ccc(C#CC3CC3)cc2O[C@H]1CN(C)Cc1ccccn1,16,0.1,-0.3,-2,3,17*,-4,1
COc1ccc2cc(CN(CC3CCCO3)C(=S)Nc3ccccc3)c(=O)[nH]c2c1 (centres undefined),-6,·,0.0,-23,8,10*,·,2
O=C([C@H]1[C@H](CO)[C@H]2Cn3c(cccc3=O)[C@@H]1N2C(=O)c1ccc(F)cc1)N1CCCCC1,-6,0.0,0.7,8,-6,2.1,9,7
Cc1ccc(NC(=O)C(=O)NCCCN2CC(C(=O)O)CC2=O)cc1 (centres undefined),0,·,0.0,-5,-4,-0.2,-8,6
C=C(C)CC(Nc1ccc(OC)cc1)c1ccco1 (centres undefined),-11,·,0.0,-3,2,6.0,·,5
CCN(CC)C(=O)CSc1nc2ccccc2c(=O)n1CCC(=O)NCCc1ccc(OC)c(OC)c1,-12,1.2,-0.2,8,0,0.9,5,·
Nc1nc2nonc2nc1N,-14,0.7,0.3,-8,1,-1.6,-14,-3
O=C(NCCO)C(=O)NCC1OCCCN1S(=O)(=O)c1cc(F)ccc1F (centres undefined),-5,-0.1,0.0,-1,-4,-0.4,-6,?
Cc1cc(C)cc(OC(=O)C23CCC(C)(C(=O)O2)C3(C)C)c1 (centres undefined),1,-0.2,0.2,·,3,-0.9,5,2
CC(=O)C1=C(O)C(=CC=Cc2ccccc2)OC1=O,-54,-0.3,0.4,-20,13,-0.1,-7,-3
COc1ccc(OCCC(=O)OCC(=O)NC(=O)NC(C)(C)C)cc1,-5,·,·,8,2,·,0,·
CCN(Cc1ccccc1)c1c(C(=O)O)cnc2c1cnn2C,-73,·,0.3,18,0,-2.8,·,-1
CCN(CC(=O)Nc1ccc(NC(C)=O)cc1)C(=O)/C=C/c1ccc(S(=O)(=O)N2CCCCCC2)cc1,-8,0.1,0.0,4,1,2.8,-2,?
Cc1cccc(NC(=O)CNC(=O)c2cccs2)n1,-8,1.7,-0.1,4,-4,-1.8,7,1
CN(C)CCCNC(=O)[C@@H]1[C@@H](CO)[C@@H]2Cn3c(ccc(-c4ccncc4)c3=O)[C@H]1N2C(=O)CC1CC1,-9,0.3,0.5,7,-5,-4.1,7,·
O=C(NC(Cc1ccccc1)C(=O)O)/C(=C\c1ccc(F)cc1)NC(=O)c1ccco1 (centres undefined),-2,·,0.1,15,0,-1.6,8,4
C[C@@H]1CN([C@@H](C)CO)C(=O)Cc2cc(NC(=O)Nc3ccc4c(c3)OCO4)ccc2O[C@@H]1CN(C)Cc1ccc(-c2ccccc2)cc1,-11,·,-1.2,10,-2,-1.9,-3,-11
CSC(=NC#N)N1CCN(c2ccccn2)CC1,-10,·,0.3,7,0,-1.4,·,-1
O=C(NC(=S)NCc1ccccc1)c1ccccc1Br,-2,0.3,0.4,4,-1,-2.4,-2,-1
O=C(NCC(F)(F)F)[C@@H]1[C@@H](CO)[C@@H]2Cn3c(ccc(-c4cccnc4)c3=O)[C@H]1N2Cc1ccccc1,-8,-0.1,0.3,-12,-2,·,2,8
CC(=O)NC12CC3CC(C1)CC(C(=O)NCc1ccc(C)cc1)(C3)C2,-8,·,0.3,7,1,-1.5,9,3
CN1CCN(C(=O)C[C@H]2CC[C@@H]3[C@H](COc4ccc(NC(=O)c5cscn5)cc4C(=O)N3C)O2)CC1,4,0.4,0.1,3,-1,-3.9,-13,-3
O=C(CC1Oc2ccccc2NC1=O)NCCc1ccccc1 (centres undefined),-8,·,0.0,6,-1,-1.4,-6,1
CO[C@H]1CN(C)C(=O)c2ccc(NS(=O)(=O)c3cn(C)cn3)cc2OC[C@H](C)N(C)C[C@H]1C,7,0.0,0.1,6,4,1.5,2,-10
O=C(Cc1ccc(S(=O)(=O)N2CCOCC2)s1)NNC(=O)c1ccccc1Cl,-30,·,0.0,3,0,-0.9,-6,-2
CO[C@H]1CN(C)C(=O)c2ccc(NC(=O)C3CCC3)cc2OC[C@@H](C)N(Cc2cccnc2)C[C@H]1C,9,0.1,0.1,4,1,2.1,-4,-1
COc1cc(C)ccc1S(=O)(=O)NC(=O)C1(C)CCN1C(=O)Cc1ccc(C(C)(C)C)cc1 (centres undefined),-8,-0.1,0.1,-2,0,2.1,12,?
COc1ccc(S(=O)(=O)N(C)C[C@H]2Oc3c(NS(C)(=O)=O)cccc3C(=O)N([C@H](C)CO)C[C@H]2C)cc1,0,-4.3,-1.5,22,-2,1.3,1,-4
CN1C(=O)c2cc(NS(=O)(=O)c3ccc(F)cc3)ccc2OC[C@H]2O[C@@H](CC(=O)O)CC[C@@H]21,12,0.0,0.3,5,-2,0.4,6,6
CC(OC(=O)Cc1n[nH]c(=O)c2ccccc12)C(=O)Nc1cc(Cl)cc(Cl)c1 (centres undefined),-20,0.1,0.0,-16,0,0.3,-1,9
Cn1cnc(S(=O)(=O)N[C@H]2C=C[C@@H](CC(=O)Nc3ccccc3)O[C@@H]2CO)c1,7,-0.2,-0.2,9,-4,2.4,-2,-1
CCCNC(=O)[C@@H]1[C@@H](CO)[C@@H]2Cn3c(ccc(C4=CCCCC4)c3=O)[C@H]1N2CCC,-20,-0.3,0.4,-3,1,0.0,8,-4
CC1CC(C)CN(C(=O)C(C)N(C)CC(=O)Nc2ccc(Cl)cc2)C1 (centres undefined),-12,1.9,0.1,5,3,-1.5,·,4
Cn1c(=O)oc2cc(NC(=O)CCl)ccc21,0,·,-0.1,4,-1,0.3,·,-8
COc1ccccc1Nc1cc(C)nc2c(C)cccc12,-6,0.2,0.2,43,2,0.2,8,-13
C(=NN=C1c2ccccc2-c2ccccc21)c1c[nH]c2ccccc12,-6,0.4,0.0,-6,-1,-2.4,·,-3
Cc1nc2sc(C(=O)OC(C)C)c(N)c2c(C)c1C,-18,5.0,0.1,0,2,1.7,·,1
CN(C)Cc1cccc(-c2ccccc2)c1O,-12,2.8,0.3,8,-1,-2.0,·,?
C[C@@H]1CCCCO[C@@H](CN(C)S(=O)(=O)c2ccc(Cl)cc2)[C@@H](C)CN([C@@H](C)CO)C(=O)c2cc(NC(=O)C3CCCCC3)ccc2O1,3,0.0,0.1,-37,-2,2.7,7,10
CCN1C(=O)C(=O)c2cc(C)ccc21,-5,-0.1,0.5,7,2,2.8,-2,-12
Cc1ccc(S(=O)(=O)N2CCOC2CNC(=O)C(=O)NCc2ccco2)cc1 (centres undefined),-9,-0.2,0.3,·,3,2.8,9,-3
Cc1nc(NC(=O)COC(=O)CNC(=O)c2ccco2)c(Cl)cc1Cl,-17,·,0.3,4,9,4.0,0,-3
CC(C)N(Cc1ccccc1)C(=S)NCc1ccccc1,1,·,0.0,-10,0,-0.9,·,-3
COc1ccc(-n2cnnc2SCC(=O)Nc2ccccc2F)cc1,-7,-0.1,0.0,14,0,-1.6,-7,-2

# Additional records follow.
SMILES,RAD52 anneal inh,E-selectin induc,Xi reactivation,GSIS activator,Casp6 inh,CFTR F508del cor,RAD54 branch,DENV2 CPE rescue
CNc1cccc(-c2ccccc2CO)n1,-3,-0.1,0.1,7,0,3.5,6,30*
CCOC(=O)N1CCN(C(=O)c2cc3c(=O)[nH]c4ccccc4c3s2)CC1,-7,·,·,7,0,·,7,·
O=C(CC1C(=O)NCCN1Cc1ccc(F)cc1Cl)NCc1ccon1 (centres undefined),-38,·,0.0,·,·,-4.0,5,7
COc1ccc2c(c1)CCC1(C)CC(=O)C=C21 (centres undefined),-8,0.4,0.0,0,-2,5.6,9,1
C[C@@H]1CN([C@@H](C)CO)C(=O)c2cccc(NC(=O)c3cnccn3)c2O[C@H]1CN(C)C(=O)Nc1ccc(C(F)(F)F)cc1,8,·,-0.9,8,0,-4.5,0,16
CN(C)c1cccc2c1c(NC(=O)Nc1ccc(Cl)cc1Cl)nn2C,-7,-0.3,0.0,2,0,-2.6,·,3
C=C1C(=O)O[C@H]2[C@H]1[C@H](OC(=O)/C(C)=C\C)C[C@]1(CO1)[C@@H]1[C@H](OC(C)=O)C=C(C)[C@]21O,-19,·,1.1,·,11,-1.8,·,1

# Reformatted with two lines to a compound: entries from further up
# Each structure is followed by: RAD52 anneal inh | E-selectin induc | Xi reactivation | GSIS activator | Casp6 inh | CFTR F508del cor | RAD54 branch | DENV2 CPE rescue
COc1cc(C)ccc1S(=O)(=O)NC(=O)C1(C)CCN1C(=O)Cc1ccc(C(C)(C)C)cc1 (centres undefined)
  -8 | -0.1 | 0.1 | -2 | 0 | 2.1 | 12 | ?
COc1ccc(S(=O)(=O)N(C)C[C@H]2Oc3c(NS(C)(=O)=O)cccc3C(=O)N([C@H](C)CO)C[C@H]2C)cc1
  0 | -4.3 | -1.5 | 22 | -2 | 1.3 | 1 | -4
CN1C(=O)c2cc(NS(=O)(=O)c3ccc(F)cc3)ccc2OC[C@H]2O[C@@H](CC(=O)O)CC[C@@H]21
  12 | 0.0 | 0.3 | 5 | -2 | 0.4 | 6 | 6
CC(OC(=O)Cc1n[nH]c(=O)c2ccccc12)C(=O)Nc1cc(Cl)cc(Cl)c1 (centres undefined)
  -20 | 0.1 | 0.0 | -16 | 0 | 0.3 | -1 | 9
Cn1cnc(S(=O)(=O)N[C@H]2C=C[C@@H](CC(=O)Nc3ccccc3)O[C@@H]2CO)c1
  7 | -0.2 | -0.2 | 9 | -4 | 2.4 | -2 | -1
CCCNC(=O)[C@@H]1[C@@H](CO)[C@@H]2Cn3c(ccc(C4=CCCCC4)c3=O)[C@H]1N2CCC
  -20 | -0.3 | 0.4 | -3 | 1 | 0.0 | 8 | -4

# Screening results deposited in PubChem BioAssay by Broad Institute.
